APEX1 inh = blocks human APE1 abasic DNA cleavage | recombinant APE1, TAMRA/BHQ-2 abasic DNA cleavage fluorescence | Potency, µM (top dose mostly 65.8 µM), inactives show top-dose activity change, negative = inhibition, actives largely listed as inhibitors | 0.35% of 350,000 active | AID 2517;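 also: plate controls were vehicle for no effect and reference inhibitor for full effect; nearly all actives have a fitted effect of over 55% in size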
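Compound pre-exposure to 0.75 nM APE1, 15 min at ambient temperature. Reaction initiated with 50 nM TAMRA/BHQ-2 THF substrate, read immediately in kinetic mode, 525 nm excitation, 598 nm emission.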
JMJD2A Tudor inh = blocks the human JMJD2A Tudor domain; O75164; AlphaScreen JMJD2A-Tudor / H3K4me3 peptide binding; Potency, µM (series often up to 114 µM), for the others: top-dose activity change, negative = inhibition, hits mostly inhibitors; 4.4% of 390,000 active; AID 504339; also: % is scaled to controls: 0 for no effect and ±100 for the full control effect; nearly all actives have a fitted effect of over 50% in size
Pol beta inh = inhibitors of human DNA polymerase beta | P06746 | Pol beta primer extension/strand displacement, fluorescence kinetic | Potency, µM (top dose mostly 114 µM), without a hit: at the top dose activity change, negative = inhibition, usual class: inhibitors | 1.3% of 340,000 active | AID 485314; also: % is scaled to controls: 0 for no effect and ±100 for the full control effect
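Human Pol beta at 10 nM; strand-displacement substrate 50 nM final. Compound exposure 15 min at room temperature before start, reaction 10 min at room temperature.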
G9a block = inhibitors of human histone lysine methyltransferase G9a | G9a H3K9 monomethylation, AlphaScreen, 2 h | Potency, µM (doses to about 102 µM), inactives show top-dose activity, negative = inhibition, usual class: inhibitors | 8.8% of 350,000 active; also: % is scaled to controls: 0 for no effect and ±100 for the full control effect; nearly all actives have a fitted effect of over 75% in size
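Enzyme 20 nM + cpd, 15 min RT; add b-H3K9 pep 500 nM / SAM 20 uM; 2 h RT; anti-H3K9me1 Ab 0.5 ug/mL + SA donor / anti-rabbit acceptor beads 20 ug/mL each, 10 min; AlphaScreen read.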
BLM helicase inh = blocks DNA unwinding by human BLM helicase; Potency, µM (top dose mostly 56.1 µM), for inactives: top-dose activity change, negative = inhibition, actives largely listed as inhibitors; 0.2% of 350,000 active; recombinant BLM DNA unwinding, fluorescence dequenching; P54132;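 also: plate controls were vehicle for no effect and no enzyme for full effect; nearly all actives have a fitted effect of over 35% in size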
Pol iota inh = DNA polymerase iota (human) inhibition; Q9UNA4; 1% of 390,000 active; Potency, µM (top dose mostly 115 µM), inactives show at the highest dose activity, negative = inhibition, usual class: inhibitors; Pol iota fluorescent replication assay, 10 min
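Fluorescent replication assay read twice, at 0 min and 10 min after adding 50 nM (final) substrate. Enzyme (10 nM) and compounds were first incubated 15 min at room temperature; enzyme-free buffer wells were negative controls.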
POLH inh = blocks human DNA polymerase eta activity; Q9Y253; recombinant Pol eta, fluorescent DNA replication assay; Potency, µM (series often up to 114 µM), for the others: at the highest dose activity change, negative = inhibition, usual class: inhibitors; 1.2% of 390,000 active; AID 588591; also: % is scaled to controls: 0 for no effect and ±100 for the full control effect
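Fluorescent replication assay: 50 nM final substrate added after a 15 min room-temperature compound preincubation with 10 nM enzyme. Signal taken at 0 min and again at 10 min.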
BAZ2B inh = BAZ2B (human) inhibition | Q9UIF8 | AlphaScreen BAZ2B-H3K14Ac peptide displacement | Potency, µM (series often up to 114 µM), without a hit: at the highest dose activity change, negative = inhibition, hits mostly inhibitors | 4.4% of 360,000 active | AID 504333; also: % is scaled to controls: 0 for no effect and ±100 for the full control effect; nearly all actives have a fitted effect of over 60% in size
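Inhibition is scored as reduced AlphaScreen emission. The BAZ2B/b-H3(5-23)K14Ac complex (50 nM each) in PBS pH 7.4, 0.01% Tween-20 meets compound (up to 110 uM) for 30 min at RT before bead addition.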
Pol kappa inh = blocks human DNA polymerase kappa activity. Potency, µM (doses to about 107 µM), for the others: top-dose activity, negative = inhibition, most hits filed as inhibitors. 0.53% of 400,000 active. purified Pol kappa, fluorescent DNA synthesis assay, 10 min. AID 588579; also: % is scaled to controls: 0 for no effect and ±100 for the full control effect
Target sequence (Q9UBT6 whole entry, looked up): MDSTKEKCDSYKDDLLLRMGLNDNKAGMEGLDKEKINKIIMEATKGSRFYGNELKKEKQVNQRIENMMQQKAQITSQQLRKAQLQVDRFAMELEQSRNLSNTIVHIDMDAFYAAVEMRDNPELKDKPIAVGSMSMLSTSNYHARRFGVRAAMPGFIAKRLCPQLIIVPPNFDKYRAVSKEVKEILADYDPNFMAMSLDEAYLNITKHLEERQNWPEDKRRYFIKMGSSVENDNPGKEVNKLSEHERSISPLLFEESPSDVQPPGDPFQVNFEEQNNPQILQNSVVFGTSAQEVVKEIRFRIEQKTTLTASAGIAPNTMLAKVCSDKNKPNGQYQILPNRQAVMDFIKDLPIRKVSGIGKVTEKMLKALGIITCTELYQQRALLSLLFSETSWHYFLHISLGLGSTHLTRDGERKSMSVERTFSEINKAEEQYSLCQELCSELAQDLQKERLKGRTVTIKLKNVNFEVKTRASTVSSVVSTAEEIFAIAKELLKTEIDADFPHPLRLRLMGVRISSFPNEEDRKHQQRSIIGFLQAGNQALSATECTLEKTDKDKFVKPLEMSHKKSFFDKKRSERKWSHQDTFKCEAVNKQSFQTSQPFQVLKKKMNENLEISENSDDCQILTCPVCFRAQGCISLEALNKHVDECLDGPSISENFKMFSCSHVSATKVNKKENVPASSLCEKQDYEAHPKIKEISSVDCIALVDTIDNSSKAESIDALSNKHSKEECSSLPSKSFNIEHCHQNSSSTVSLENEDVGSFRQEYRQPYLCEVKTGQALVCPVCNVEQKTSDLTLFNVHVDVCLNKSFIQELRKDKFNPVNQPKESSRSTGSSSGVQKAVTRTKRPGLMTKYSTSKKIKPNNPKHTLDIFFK
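Kinetic fluorescence screen: compound preincubated 15 min RT with 10 nM enzyme; 50 nM substrate (final) initiates; reads at 0/10 min.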
Active calls of the source: *; ? = inconclusive; . = not tested or not shown; [ ] = dose if it differs, or a comment. Calls follow the shape of the dose curve; as a rule, active = well fitted curve in the direction sought with a large enough effect; inconclusive = small, poorly fitted or top-dose-only effect, or another doubt; inactive = no such curve, though single readings can be large; an effect the other way counts as inactive or inconclusive. Potency is read from the fitted curve at half-maximal effect. A portion of the library (hit frequency here may not be typical).

SMILES	APEX1 inh	JMJD2A Tudor inh	Pol beta inh	G9a block	BLM helicase inh	Pol iota inh	POLH inh	BAZ2B inh	Pol kappa inh
O=S(=O)(NCCc1ccncc1)c1ccc(Br)cc1	1%	33%	4%	24%	-3%	32%[activator]	-3%	-5%	-4%
Cn1c(-c2ccc3c(c2)OCO3)c(C(=O)O)c(=O)c2ccccc21	1%	1%	33%	11%[59 µM]	0%	187%[activator]	-19%	4%	-3%
COc1cc(OC)cc(C(=O)NC(=S)Nc2cc3oc4ccccc4c3cc2OC)c1	0%	-30%	4%	?	0%	-19%	-9%	-35%	-17%
O=c1[nH]c(=O)n(Cc2ccccc2)c2nc(-c3ccco3)cc(C(F)(F)F)c12	-6%	-2%	-22%	-5%[59 µM]	0%	?	-1%	17%	-14%
Cc1cc(=O)n(C)c(=O)n1CCCCOc1cccc([N+](=O)[O-])c1	-1%	-3%	10%	20%	-9%	5%	-7%	1%	-14%
Cc1ccccc1OC(=O)c1cccc(S(=O)(=O)N2CCN(C)CC2)c1	10%	-19%	.	?	.	12%	-3%	-3%	-13%
CCCCn1cnc2c([nH]c3ccccc32)c1=O	0%	-3%	6%	16%[0.501 µM]	-3%	6%	1%	-8%	-7%
Cc1ccc(N2CC(NC(=O)CCCc3ccccc3)CC2=O)cc1 (stereo not given)	.	-4%	27%	1%[59 µM]	-1%	11%	-16%	-1%	-9%[60.1 µM]
Cc1ccc(C2=NN(C(=O)CSc3nc4ncc(Cl)cc4[nH]3)C(c3ccco3)C2)cc1 (stereo not given)	8%	-18%	?	22µM*	-10%	43%[activator]	-4%	.	-10%
Cc1oc2c(c(C)cc3oc(=O)c(CC(=O)NCCc4ccc(Cl)cc4)c(C)c32)c1C	.	-22%	17%	4%[59 µM]	0%	-26%	-9%	-6%	9%
COCCCn1c(-c2ccc(OC)cc2)nc2c1c(=O)[nH]c(=O)n2Cc1ccccc1	53%[activator]	-1%	16%	?	0%	?	-8%	19%	-1%
CC(=O)Nc1ccc(SCC(=O)Nc2sccc2C#N)cc1	-6%	-9%	-9%	?	-7%	79%[activator]	-15%	-12%	-10%
Cc1cc2ncn(S(=O)(=O)c3ccc(F)cc3)c2cc1C	14%	-6%	-4%	?	2%	-4%	-9%	-8%	-7%
CCn1c(=O)c2c3c(sc2n2c(=S)[nH]nc12)CCC3	3%	7.9µM*	-15%	3.2µM*	-2%	4%	-12%	8%	-16%
Cc1ccc(CNC(=O)c2ccc(S(=O)(=O)Nc3c(C)n(C)n(-c4ccccc4)c3=O)cc2)cc1	0%	-10%	1%	4%[12.7 µM]	-3%	38%[activator]	-2%	1%	-20%
Cc1ccc(NC(=O)CN(C)C(=O)Nc2ccc(C)cc2)cc1	44%	-1%	2%	12%	0%	59%[activator]	-25%	4%	8%
Cc1ccc(-c2nc(CS(=O)(=O)CC(=O)NC3CCC(C)CC3)c(C)o2)cc1 (stereo not given)	-23%	-17%	4%	.	-2%	15%	-5%	-13%	5%
COc1cccc(N2CCN(C(=O)c3cc4c(OC)c(OC)c(OC)cc4[nH]3)CC2)c1	-6%	-16%	5%	3%	-4%	3%	-14%	-11%	-18%
O=[N+]([O-])c1cc(-c2ccccc2)cc([N+](=O)[O-])c1O	.	?	.	.	.	0%	-8%	.	-11%
O=C(COc1ccccc1)Nc1cccc(-c2nn[nH]n2)c1	-10%	44%[activator]	16%	.	-2%	5%	-16%	-20%	2%
NC(=O)c1c(-c2cccs2)csc1N	-6%	?	-10%	-50%[12.7 µM]	-8%	20%	-14%	?	-11%
COc1cccc2c1C(=O)CC2NC(=O)C(F)(F)F (stereo not given)	-3%	-8%	-7%	12%[59 µM]	-1%	11%	-1%	5%	0%
Nc1ccc2nc(-c3ccccc3)[nH]c2c1	0%	-34%	5%	-10%[59 µM]	-5%	-10%	-3%	?	-22%
O=C(NNC(=O)c1ccccc1[N+](=O)[O-])c1ccc(NS(=O)(=O)c2cccs2)cc1	-16%	-16%	9%	?	1%	7%	-6%	-5%	-18%
N#Cc1cc([N+](=O)[O-])ccc1Oc1ccc(-c2nnco2)cc1	48%[activator]	-23%	-11%	10%	-1%	-4%	-3%	-9%	-11%

Part of the list above, with bars between the fields:
smiles | APEX1 inh | JMJD2A Tudor inh | Pol beta inh | G9a block | BLM helicase inh | Pol iota inh | POLH inh | BAZ2B inh | Pol kappa inh
NC(=O)c1c(-c2cccs2)csc1N | -6% | ? | -10% | -50%[12.7 µM] | -8% | 20% | -14% | ? | -11%
Cc1ccc(N2CC(NC(=O)CCCc3ccccc3)CC2=O)cc1 (stereo not given) | . | -4% | 27% | 1%[59 µM] | -1% | 11% | -16% | -1% | -9%[60.1 µM]
Cn1c(-c2ccc3c(c2)OCO3)c(C(=O)O)c(=O)c2ccccc21 | 1% | 1% | 33% | 11%[59 µM] | 0% | 187%[activator] | -19% | 4% | -3%
Cc1oc2c(c(C)cc3oc(=O)c(CC(=O)NCCc4ccc(Cl)cc4)c(C)c32)c1C | . | -22% | 17% | 4%[59 µM] | 0% | -26% | -9% | -6% | 9%
O=c1[nH]c(=O)n(Cc2ccccc2)c2nc(-c3ccco3)cc(C(F)(F)F)c12 | -6% | -2% | -22% | -5%[59 µM] | 0% | ? | -1% | 17% | -14%
Cc1cc2ncn(S(=O)(=O)c3ccc(F)cc3)c2cc1C | 14% | -6% | -4% | ? | 2% | -4% | -9% | -8% | -7%
Nc1ccc2nc(-c3ccccc3)[nH]c2c1 | 0% | -34% | 5% | -10%[59 µM] | -5% | -10% | -3% | ? | -22%

(listing goes on)
SMILES	APEX1 inh	JMJD2A Tudor inh	Pol beta inh	G9a block	BLM helicase inh	Pol iota inh	POLH inh	BAZ2B inh	Pol kappa inh
CC(=O)Nc1ccc(S(=O)(=O)N(C)CC(=O)OCC(=O)Nc2cccnc2Cl)cc1	9%	-13%	11%	?	1%	20%	-6%	4%	-22%
CC1CCCCN1C(=O)CSc1nc(C2CC2)nc2c1cnn2-c1ccccc1 (stereo not given)	4%	-15%	4%	?	1%	-12%	-15%	7%	-9%[60.1 µM]
COCCOC(=O)C1=C(N)Oc2c(oc(CO)cc2=O)C1c1c(F)cccc1Cl (stereo not given)	-2%	-8%	8%	?	-1%	-10%	-13%	8%	-12%
CC(=O)/C(=N\Nc1ccccc1)Oc1ccc([N+](=O)[O-])cc1	17%	-23%	15%	?	-6%	13%	-1%	-9%	-12%
CC(=O)Nc1ccc(NC(=O)C2CC(=O)N(c3ccccc3Cl)C2)cc1 (stereo not given)	7%	-9%	-2%	18%[59 µM]	-1%	8%	-9%	-11%	8%
CN(C)CCNC(=O)C(=O)NCC1OCCCN1S(=O)(=O)c1cccs1 (stereo not given)	4%	-6%	50%	-9%[59 µM]	6%	13%	-13%	9%	-2%
Cc1sc2c(c1C)c(=O)n(-c1ccccc1)c(=O)n2CC(=O)c1ccc(Cl)cc1	.	-16%	5%	-36%[59 µM]	-6%	5%	.	-6%	-13%
CCOC(=O)C(C)n1cnc2c(nnn2-c2ccc(OC)cc2)c1=O (stereo not given)	-10%	-7%	15%	-14%	-3%	-1%	-7%	15%	-7%
CCC(=O)Nc1ccc(NC(=O)c2ccccc2Cl)nc1	3%	-7%	-21%	-4%[12.7 µM]	-4%	30%	-4%	-3%	2%
Cc1ccc(NC(=O)N2CCc3ccccc32)cc1	18%	-10%	6%	2%[59 µM]	2%	18%	-8%	2%	-6%
Cc1ccc2c(c1)C(c1ccccc1)N(C(=O)C(C)C)CC(=O)N2 (stereo not given)	-3%	-21%	0%	-30%	0%	17%	-19%	4%	-10%
O=C(Nc1ccc(Cl)cc1Cl)c1cc2ccccc2o1	12%	-1%	41%	.	-1%	136%[activator]	-18%	-4%	-12%
N#C/C(=C\c1cccnc1)c1ccccn1	-2%	1%	47%	29%	0%	41%[activator]	-5%	4%	12%
Cc1nc(SCC(=O)c2ccccc2)[nH]c(=O)c1Oc1ccc(Cl)cc1	6%	-6%	11%	?	10%	34%[activator]	-4%	25%	6%
CCCCC(=O)NC(c1ccc(N(CC)CC)cc1)c1ccc2cccnc2c1O (stereo not given)	17%	?	15%	-10%	-8%	?	-1%	45µM*	-1%
O=C(COC(=O)c1ccccc1OCc1ccccc1Cl)NC1CC1	-1%	-3%	20µM*	8%[0.501 µM]	-4%	13%	-3%	4%	-1%
COc1ccc(-c2cc(C(=O)c3c(N)n(C)c(=O)n(C)c3=O)c3ccccc3n2)cc1	-6%	-16%	?	?	-5%	4%	1%	-3%	-7%
COc1ccc(S(=O)(=O)N2CCCCCC2)cc1	-3%	-14%	9%	-1%[59 µM]	-7%	22%	-12%	-3%	-19%
COc1cccc(NC(=O)c2cn(C3CCCCC3)c(=O)c3c2c2ccccc2n3C)c1	.	-3%	?	-7%[59 µM]	-6%	61%[activator]	-15%	-11%	12%
CN(C)Cc1c(C(=O)N/N=C/c2ccc(OCc3ccc(F)cc3)cc2)nnn1-c1nonc1N	-7%	-13%	9%	8%	-3%	31%[activator]	0%	-5%	-21%
CC(OC(=O)CN1C(=O)c2ccccc2C1=O)C(=O)N(C)c1ccccc1 (stereo not given)	-1%	7%	.	-9%	.	14%	-5%	0%	1%
CSc1nc(=O)c2c(n1C)NC(=O)CC2c1cc(F)cc(F)c1 (stereo not given)	.	-30%	28%	?	-1%	3%	-13%	0%	-19%
O=C1CCCc2cc3c(cc21)CCCC3	.	14%	.	.	.	26%	0%	.	1%
O=C(NCCNC(=O)c1ccccn1)c1ccc(-c2ccccc2)cc1	27%	-10%	13%	2%	-1%	27%	-16%	-8%	1%
CN(CC(=O)NCC1CCCO1)S(=O)(=O)c1ccc(Br)cc1 (stereo not given)	29%	3%	0%	113%[activator]	-4%	18%	-6%	3%	-12%
OC(CNC1Cc2ccccc2C1)COc1ccc(Cl)cc1 (stereo not given)	-2%	-4%	1%	-28%	3%	21%	-12%	-4%	2%
CC1CCCCC1NC(=O)c1cn(C)c2ccc(S(=O)(=O)N3CCCC3)cc2c1=O (stereo not given)	-4%	-14%	-22%	-2%[59 µM]	0%	22%	-22%	-1%	1%
CC(=O)C1=C(c2ccccc2)N(C(C)=O)n2c(C)nnc2S1	-2%	-20%	?	?	-18%	79%[activator]	-12%	-14%	-13%
O=C1NC(=Nc2ccc(Cl)cc2)SC1Cc1cccc(Cl)c1Cl (stereo not given)	0%	-19%	4%	9%[59 µM]	-9%	-2%	-5%	8%	-16%
N=C1/C(=C/c2ccc(OCc3ccccc3)cc2)C(=O)N=C2SC(CC(=O)N3CCOCC3)=NN12	19%	?	-11%	?	-24%	?	?	?	89µM*

Screening data (PubChem)
